uPA generation – cell surface uPA generation inhibition; hit rate 0.31% among 330,000; cell surface uPA generation assay, qHTS; Potency, µM (series often up to 38.3 µM), inactives show at the highest dose activity change, negative = inhibition, hits mostly inhibitors; active = well fitted inhibition curve with a large enough effect; inconclusive = small, poorly fitted or top-dose-only effect; inactive = no such curve, though single readings can be large or run the other way; tested in mouse RAW 264.7 cells; also: potency is read from the fitted curve at half-maximal effect; nearly all actives have a fitted effect of over 55% in size
KCNH2 3.1 block – KCNH2 3.1 (human) potassium channel inhibition; U2OS KCNH2 3.1, thallium flux FluxOr; active compounds read low; activity change, % (tested at about 1.8 µM); AID 720553; hit rate 0.95% among 340,000;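 active = maximum activity change below -70%; inconclusive = maximum activity change from -70% to -50%; inactive = maximum activity change above -50%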;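 also: thallium influx rate constant from kinetic fluorescence after stimulation buffer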
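Kinetic fluorescence (2 min after stimulation buffer) measures Tl+ influx through KCNH2 3.1 expressed by viral transduction in U2OS cells; the rate constant is normalized against DMSO controls serving as positive and negative references.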
GALK inhibitor – galactokinase (human) inhibition; P51570; Purified GALK, Kinase-Glo residual ATP luminescence; Potency, µM (highest dose often 57.5 µM), for the others: at the top dose activity change, negative = inhibition, usual class: inhibitors; hit rate 0.007% among 270,000; also: potency is read from the fitted curve at half-maximal effect
Target sequence (P51570 whole entry, looked up): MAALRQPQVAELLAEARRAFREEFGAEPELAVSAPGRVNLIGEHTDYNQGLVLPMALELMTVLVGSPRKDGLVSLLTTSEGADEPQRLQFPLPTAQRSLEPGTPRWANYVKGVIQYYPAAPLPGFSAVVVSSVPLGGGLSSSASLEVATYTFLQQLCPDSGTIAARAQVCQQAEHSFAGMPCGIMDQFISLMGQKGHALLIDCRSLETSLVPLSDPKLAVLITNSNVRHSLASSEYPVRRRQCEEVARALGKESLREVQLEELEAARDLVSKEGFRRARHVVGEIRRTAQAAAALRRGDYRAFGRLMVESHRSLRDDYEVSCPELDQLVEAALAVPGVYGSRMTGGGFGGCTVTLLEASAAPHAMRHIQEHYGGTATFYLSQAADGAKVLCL
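Quantitative HTS: GALK 5 nM, ATP 35 uM, galactose 100 uM, 1 h room temperature, then luciferase-based ATP detection.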
Giardia killer – Giardia lamblia killing. activity change, % at 7.66 µM, hits read low. Giardia lamblia trophozoite viability. hit rate 0.15% among 340,000. AID 540267; in the data active = activity change below about -80%; inconclusive = between about -30% and that limit;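 also: parasites exposed to compound for two days anaerobically before the ATP read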
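Trophozoite viability was measured as ATP-dependent luminescence, read 15-30 min after reagent addition. Before that, parasites at 100 cells/well were exposed to compounds for 48 h, anaerobically, at 37 deg C.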
PKM2 act – activators of human pyruvate kinase M2; P14618; purified PKM2, Kinase-Glo ATP luminescence, activation; response scale: 0% is enzyme alone, no compound; AID 1631; Potency, µM (titrated, usually from 57.5 µM), for inactives: at the top dose activation, actives largely listed as activators; hit rate 0.34% among 260,000; also: potency is read from the fitted curve at half-maximal effect; nearly all actives have a fitted effect of over 55% in size
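hPK-M2, >95% pure; 0.1 mM ADP / 0.5 mM PEP final; imidazole pH7.2 buffer w/ 7 mM MgCl2, 50 mM KCl; 1 h RT; Kinase-Glo lum. Intermediate enzyme activity for dual inhibitor/activator qHTS.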
Eya2 inh – blocks the phosphatase activity of human Eya2; recombinant Eya2, OMFP fluorescence dephosphorylation (OMFP is methylfluorescein phosphate); Potency, µM (top dose mostly 76.9 µM), without a hit: top-dose activity, negative = inhibition, most hits filed as inhibitors; hit rate 0.006% among 330,000; AID 488837; also: potency is read from the fitted curve at half-maximal effect
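Eya2 protein (added as 0.2 uM solution) was preincubated with compound for 10 min at ambient temperature in 50 mM HEPES pH 7.5, 50 mM NaCl, 5 uM MgCl2, 0.05% BSA, 1 mM DTT. OMFP (added at 50 uM) then reacted 10 min; fluorescence read at 485/525 nm.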
USP2a block – inhibitors of human ubiquitin-specific protease USP2a; USP2 core, Ub-CHOP2 coupled fluorogenic reporter, 485/531; O75604; hit rate 0.01% among 330,000; Potency, µM (titrated, usually from 38.3 µM), without a hit: at the top dose activity change, negative = inhibition, actives largely listed as inhibitors;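 also: potency is read from the fitted curve at half-maximal effect; plate controls were DMSO wells for no effect and full inhibition by NEM control for full effect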
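Cell-free coupled assay: 10nM USP2 core preincubated 30min RT with compound in Tris-HCl pH 8.0/CaCl2/CHAPS buffer, then 25nM Ub-CHOP2 and 25nM reporter substrate; fluorescence (Ex 485/Em 531) read after 60min RT, normalized to NEM inhibition, concentration-response curves fitted.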
B2AR arrestin – recruits beta-arrestin to the human beta2-adrenergic receptor | beta-arrestin recruitment to beta2AR, cell-based reporter | Potency, µM (top dose mostly 46.1 µM), for inactives: at the top dose activation, most hits filed as activators | hit rate 0.02% among 330,000;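 also: potency is read from the fitted curve at half-maximal effect; 0% = DMSO controls and full agonism = EC100 isoproterenol or metaproterenol; nearly all actives have a fitted effect of over 65% in size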
Target sequence (P07550 whole entry, looked up): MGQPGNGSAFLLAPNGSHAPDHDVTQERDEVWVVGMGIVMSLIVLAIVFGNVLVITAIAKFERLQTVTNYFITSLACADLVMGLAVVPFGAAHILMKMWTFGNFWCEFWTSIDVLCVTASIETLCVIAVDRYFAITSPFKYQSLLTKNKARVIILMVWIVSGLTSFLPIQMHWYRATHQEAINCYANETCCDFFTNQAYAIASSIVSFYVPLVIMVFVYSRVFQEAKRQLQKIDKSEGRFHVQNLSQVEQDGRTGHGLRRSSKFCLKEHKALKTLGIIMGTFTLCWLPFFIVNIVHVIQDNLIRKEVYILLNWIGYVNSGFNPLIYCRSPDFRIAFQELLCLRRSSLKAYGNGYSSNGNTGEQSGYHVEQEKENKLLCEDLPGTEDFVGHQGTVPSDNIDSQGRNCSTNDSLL
Chronic BCR inh – chronic active BCR signaling inhibition; Potency, µM (doses to about 46.1 µM), inactives show at the highest dose ratio change, negative = lower green/red ratio, actives largely listed as inhibitors; hit rate 0.05% among 340,000; ABC-DLBCL IkBa-CBG/CBR reporter, luminescence ratio, 4 h; AID 493014; active = well fitted inhibition curve with a large enough effect in the signal ratio, with a control signal flat, not every such curve was filed as active; inconclusive = small, poorly fitted or top-dose-only effect, or effect the other way, or a change in a side signal; the % refers to the signal ratio;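 also: potency is read from the fitted curve at half-maximal effect; plate controls were basal doxycycline-induced cells for no effect and cells given 10 µM MG132 for full effect; MG132 reads +100%, hits lower the ratio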
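TMD8 ABC-DLBCL cells carrying doxycycline-inducible green luciferase fused to IkappaBalpha plus unfused red luciferase were exposed to compounds (up to 46 uM) for 4 hrs at 37C. Activity came from the overlap-corrected green/red luminescence ratio.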
KCNH2 WT inh – blocks the wildtype human KCNH2 potassium channel; Q12809; U2OS, BacMam KCNH2, thallium flux FluxOr; active compounds read low; activity change, % at 1.84 µM; hit rate 0.37% among 340,000; AID 720551;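 active = maximum activity change below -70%; inconclusive = maximum activity change between -70% and -50%; inactive = maximum activity change above -50%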
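U2OS cells were transduced with wild-type KCNH2 virus (2.03 x 10^8 / mL) for 4 h at room temperature, then cultured overnight at 37 C. Thallium flux was read with FluxOr dye. Rate constants were normalized to DMSO controls.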
FBPA coupling cs – counter-screen for Giardia aldolase inhibitors: coupling enzyme system; coupling enzyme system counterscreen, AmpLite Red fluorescence; activity change, negative = inhibition, % at 58.2 µM, hits read low; hit rate 0.67% among 290,000; AID 2472; in the data active = activity change below about -30%
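Fluorescence at 525 nm excitation and 598 nm emission measured inhibition of the coupled detection system without aldolase. Compounds (at 57.5 uM final) were preincubated 10 min at room temperature with coupling enzyme reagent before a 20 min substrate/AmpLite Red step.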
* marks the source's active call; other numbers are inactive results; ? = inconclusive; · = not tested or not shown; [ ] = another dose, or the depositor's remark. Unless noted, calls follow the shape of the dose curve; as a rule, active = well fitted curve in the direction sought with a large enough effect; inconclusive = small, poorly fitted or top-dose-only effect, or another doubt; inactive = no such curve, though single readings can be large; an effect the other way counts as inactive or inconclusive. Unless noted, % is scaled to controls: 0 for no effect and ±100 for the full control effect.

The first 5 entries (preview)
Molecule | uPA generation | KCNH2 3.1 block | GALK inhibitor | Giardia killer | PKM2 act | Eya2 inh | USP2a block | B2AR arrestin | Chronic BCR inh | KCNH2 WT inh | FBPA coupling cs
O=C(NNc1cccc(Cl)c1)c1cccnc1Oc1ccccc1 | 12% | 1 | -2% | -22 | 1% | -2% | 1% | -0.5% | ? | -4 | 0
O=C(CN1CCN(S(=O)(=O)c2ccc(Cl)c(Cl)c2)CC1)N1CCCCC1 | -14% | 0 | · | 16 | · | -3% | -1% | -0.1% | 3% | -3 | ·
COc1cc(/C=C/C(=O)OCC(=O)NCCN2C(=O)CSC2=O)ccc1OCC#N | 9% | 3 | · | 10 | · | -3% | -10% | 0.1% | ? | 2 | ·
Cc1ccc(C)c(NC(=O)CN(C)C(=O)c2cc3c(s2)CCCCC3)c1 | 0% | -4 | · | -9 | · | 20% | 0% | 0.0% | -6% | -9 | ·
CCN(CC)c1ccc(C=C2C(=O)OC(c3ccccc3)OC2=O)cc1 (configuration not stated) | -3% | 10 | 4% | 5 | -1% | 1% | -2% | -0.1% | 2% | -6 | 1

The listing, previewed entries included:
Molecule | uPA generation | KCNH2 3.1 block | GALK inhibitor | Giardia killer | PKM2 act | Eya2 inh | USP2a block | B2AR arrestin | Chronic BCR inh | KCNH2 WT inh | FBPA coupling cs
O=C(NNc1cccc(Cl)c1)c1cccnc1Oc1ccccc1 | 12% | 1 | -2% | -22 | 1% | -2% | 1% | -0.5% | ? | -4 | 0
O=C(CN1CCN(S(=O)(=O)c2ccc(Cl)c(Cl)c2)CC1)N1CCCCC1 | -14% | 0 | · | 16 | · | -3% | -1% | -0.1% | 3% | -3 | ·
COc1cc(/C=C/C(=O)OCC(=O)NCCN2C(=O)CSC2=O)ccc1OCC#N | 9% | 3 | · | 10 | · | -3% | -10% | 0.1% | ? | 2 | ·
Cc1ccc(C)c(NC(=O)CN(C)C(=O)c2cc3c(s2)CCCCC3)c1 | 0% | -4 | · | -9 | · | 20% | 0% | 0.0% | -6% | -9 | ·
CCN(CC)c1ccc(C=C2C(=O)OC(c3ccccc3)OC2=O)cc1 (configuration not stated) | -3% | 10 | 4% | 5 | -1% | 1% | -2% | -0.1% | 2% | -6 | 1
O=C(O)C1CCCCC1C(=O)Nc1ccc(-c2ccccc2)cc1 (configuration not stated) | 2% | 22 | -1% | -11 | 3% | 3% | 1% | -1.0% | ? | 3 | 6
Cc1cc(C(=O)N2CCc3c([nH]c4ccccc34)C2c2cccc(Cl)c2)nn1C (configuration not stated) | -1% | -19 | 1% | 4 | 6% | -3% | 0% | -1.0% | ? | -2 | 7
Cc1cc2ncn(CCOc3ccccc3)c2cc1C | 1% | -11 | 0% | -11 | -3% | -2% | -6% | -0.3% | ? | 2 | 3
O=c1n(Cc2ccc(F)cc2)nc2n1-c1ccccc1SC2 | 0% | 14 | 0% | 33[activator] | -2% | -4% | 2% | -0.4% | 15% | -4 | -2
CCOC(=O)c1c(NC(=O)c2cccs2)sc(CC)c1-c1cccs1 | -5% | 9 | 0% | -15 | 4% | 2% | 3% | -0.2% | ? | -5 | 4
O=C(O)COc1ccccc1/C=N/n1c(C2CCCCC2)n[nH]c1=S | 3% | 5 | · | -4 | · | -11% | -1% | -0.3% | 0% | 8 | -2
CCOC(=O)/C(C#N)=C/c1ccc(N2CCN(C)CC2)cc1 | -3% | 4 | -2% | 2 | -8% | -2% | 1% | -0.9% | 19% | 1 | -1
CC12COC3(C(=O)NCCc4ccccc4)CC1CCC32C (configuration not stated) | 1% | 1 | 0% | 4 | -9% | -2% | 2% | 2.5% | ? | -3 | 0
COc1ccc2nnc(-c3ccccc3)n2n1 | -2% | 11 | 0% | 21 | -4% | 2% | 3% | -1.1% | -6% | -4 | 0
COC(=O)c1c(NC(=O)c2c(-c3ccccc3Cl)noc2C)sc2c1CCC2 | 6% | 0 | 3% | 11 | -10% | -2% | 0% | -0.1% | -21% | -2 | -2
CC(=O)N(CCC(Cc1ccccc1)c1ccc2c(c1)OCO2)Cc1ccc(Cl)cc1 (configuration not stated) | 0% | -18 | 0% | 8 | -5% | -2% | -22% | -0.1% | ? | 0 | 0
CC(=O)N/C(=N\OCc1ccc(Br)cc1)c1nonc1NC(C)=O | 2% | 0 | 1% | -9 | -1% | -19% | 3% | -0.8% | 1% | 3 | -1
Cc1ccc(NC(=S)N2CCN(C(=O)C3CCCO3)CC2)c(C)c1 (configuration not stated) | 5% | 7 | -1% | 4 | 5% | -7% | 2% | -0.9% | -1% | -1 | -1
C/C(=N\NC(=O)c1ccc(Br)cc1)c1cccc(NC(=O)c2cccnc2)c1 | -13% | -1 | -2% | 8 | -5% | -8% | -1% | -0.1% | -14% | 16 | 0
O=C(COC(=O)Cc1cccs1)Nc1ccccc1 | 6% | · | 2% | 8 | -7% | -2% | -3% | -0.6% | 2% | · | 2
O=C1CCC([N+](=O)[O-])C(c2ccccc2Cl)N1 (configuration not stated) | 5% | 22 | 2% | 0 | -6% | -10% | 3% | -0.1% | -11% | -8 | 3
COc1ccc(NC(=O)CCNC(=O)Cn2cnc3sc4c(c3c2=O)CCCC4)cc1OC | 2% | 21 | 16% | 7 | -1% | -3% | 2% | 0.1% | 1% | -6 | -2
CCN(C(=O)CN1CCC(C)CC1)c1c(N)n(Cc2ccccc2)c(=O)[nH]c1=O | -2% | -3 | · | 8 | · | 35% | 1% | -0.4% | 2% | -21 | ·
Cc1cc(NC(=O)c2ccccc2Cl)no1 | -5% | 18 | 1% | -2 | 3% | -9% | -1% | -0.5% | ? | 9 | ·
CCC1(c2ccc(F)cc2)NC(=O)N(CC(=O)N2CCOCC2)C1=O (configuration not stated) | 1% | -3 | 1% | -9 | 0% | 6% | 3% | -0.4% | 0% | -3 | 0
O=C(COC(=O)Cn1cnc2ccccc2c1=O)Nc1ccc2c(c1)OCO2 | 4% | 0 | -3% | -1 | 4% | -1% | 0% | -0.6% | 0% | -11 | 2
CCOc1ccccc1N(CC(=O)NCCSCc1ccco1)S(=O)(=O)c1ccccc1 | -7% | -7 | -2% | -8 | 7% | -7% | -11% | -2.0% | 14% | 1 | -1
O=C(N/N=C/c1cc(Cl)ccc1O)c1ccncc1 | -10% | -7 | 5% | 2 | -11% | 4% | 10% | -0.4% | -1% | -10 | 2
COc1ccc2nc(/C=N/NC(=O)[C@@H]3CCCN3C(=O)OC(C)(C)C)ccc2c1 | 0% | -8 | -2% | 0 | -12% | -1% | -1% | -0.8% | -1% | -6 | -2
COc1cc(NC(=O)c2ccccc2NS(=O)(=O)c2ccc(Cl)s2)cc(OC)c1 | 1% | -9 | 1% | 9 | 8% | 2% | -8% | -0.1% | 0% | 7 | 4
Cc1cc(NC(=O)CCC(=O)N(CC2CCCO2)C(C(=O)NC2CCCC2)c2cccnc2)no1 (configuration not stated) | 2% | 44 | · | 2 | -2% | -4% | 1% | 0.1% | 6% | 1 | 11
COc1ccccc1CN1C[C@@H]2C[C@@H](c3[nH]c4c(C)cccc4c3C)N3CCC[C@@]23C1=O | -29% | -12 | 0% | -8 | 1% | -5% | -2% | 0.4% | ? | -1 | -1
C=CCn1c(CNC(=O)c2cccs2)nnc1SCc1ccc(Cl)cc1Cl | -1% | 5 | -1% | -10 | 5% | -3% | 0% | 0.4% | 3% | 0 | 6
CCOC(=O)c1cccc(NC(=O)/C=C/c2ccc3c(c2)OCO3)c1 | -8% | -8 | 0% | 10 | -6% | -4% | -1% | 0.0% | ? | -4 | -2
CC(C)OC(=O)CCC(=O)Nc1ccc(F)cc1 | -4% | 2 | 0% | -25 | 2% | 12% | 12% | -0.2% | 1% | -2 | 2
O=C(Nc1nccs1)C1CCCN(S(=O)(=O)c2cccc3cccnc23)C1 (configuration not stated) | 0% | 0 | 2% | 2 | -5% | 5% | 1% | -0.3% | ? | 30 | -2
CC(NC(=O)CCl)c1ccccc1Br (configuration not stated) | -13% | 6 | -3% | 6 | 9% | 9% | -1% | -0.3% | ? | 19 | 6
COc1ccc(-n2nc(C(=O)NCC(=O)NCc3ccc(F)cc3)c3ccccc3c2=O)cc1 | -8% | 5 | -1% | 4 | 2% | -17% | 0% | -1.1% | 4% | -9 | 2
